SKKanGAS inh – S. pyogenes SKKanGAS growth inhibitors in kanamycin, primary screen, streptokinase expression inhibitor project, SKKanGAS strain, BacTiter-Glo luminescence; actives 1.3% (n = 300,000); AID 1662, 2009; 6 h; inhibition, % at 7.5 µM;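 active = mean replicate score, as percent of positive control median, at least 50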;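 also: strain carries kanamycin resistance gene driven by streptokinase promoter and grows in 40 µg/ml kanamycin; loss of luminescence reflects streptokinase promoter inhibition or plain growth inhibition; 0% = median of DMSO wells and 100% = positive control at its reference dose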
HIF activator – HIF pathway transcriptional activators, primary screen, cell-based, U2OS HRE-luciferase, luminescence. AID 1910, 2009. actives 0.32% (n = 300,000). U2OS HRE-luciferase reporter; normalized: DMSO 0%, desferrioxamine 100%. activation, % at 7.5 µM (by protocol);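 active = mean activation of at least 10% of the iron chelator positive control signal, with at least half of replicates also reaching 10%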
HSP90 inh – HSP90 inhibitors, primary screen, cell lysate, luminescence; Heat shock protein HSP 90 (rabbit reticulocyte lysate; luciferase refolding); Rabbit reticulocyte lysate, luciferase refolding luminescence, 3 h; inhibition, % at 5.6 µM; actives 0.91% (n = 290,000);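 active = inhibition above the screen-wide mean plus 3 SD, computed separately per campaign, cut at about 16% in these data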;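 also: 0% = DMSO wells and 100% = 60 µM geldanamycin wells; inhibitors lower the luminescence because luciferase stays unfolded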
AI-2 QS mod – Vibrio harveyi AI-2 quorum sensing modulators, primary screen, JMH597 strain, luminescence/OD600 ratio. Vibrio harveyi JMH597 AI-2 luminescence/OD600 ratio, 9 h; active compounds read low; strain lacks LuxN and CqsS sensors; 0 = neutral-control median. activity change, % at 7.5 µM. actives 0.4% (n = 300,000); in the data active = activity change below about -75%, passing the limit was not always enough;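 also: luminescence divided by OD600 gain over 9 h not by final OD600 alone; inactives centre near 13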
HSF1 inhib – HSF1 inhibitors in luciferase reporter cells, primary screen, cell-based, NIH3T3, luminescence | actives 0.77% (n = 300,000) | NIH3T3-HGL HSE-luciferase, MG132-induced, luminescence 8 h; active compounds read low | AID 2098, 2009 | activity change, negative = inhibition, % at 7.5 µM (by protocol);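 active = more than half of replicate wells show activity change below -50%, luminescence cut by over half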;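 also: luciferase reports HSF-1 transcriptional activity via heat shock element; 0% = median of DMSO wells and -100% = zero luminescence signal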
KLF5 inhibitor – KLF5 expression inhibitors, primary screen, DLD-1 cells, luminescence | DLD-1 KLF5 promoter-luciferase reporter | AID 1700, 2009 | inhibition, % at 5 µM | actives 0.23% (n = 290,000);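 active = inhibition above a per-plate limit of that plate's mean compound inhibition plus 3 SD, cut at about 60% in these data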;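 also: 0% = DMSO wells and 100% = LY294002 at 200 µM; higher means less KLF5 promoter-driven luciferase light; inactives centre near -14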
Platelet DG rel – inhibitors of platelet dense granule secretion, primary screen, cell-based, MLPCN, human platelets | human platelet-rich plasma, SFLLRN dense granule ATP release, luminescence | inhibition, %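 (compounds screened at 7.5 µM in platelet-rich plasma)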 | actives 0.22% (n = 300,000);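 active = mean replicate score, as percent of positive control, at or above 50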
HSF-1 act – HSF-1 activators, primary screen, NIH3T3-HGL cells, MG132 stress, luminescence, single point; activation, % at 9 µM; actives 1.7% (n = 300,000); AID 504408, 2011; NIH3T3-HGL HSF-1 luciferase reporter, 8 h; 100% = twice DMSO control signal;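 active = mean replicate activation of at least 50% with a set share of replicates each reaching 50%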;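 also: 0% = median of the neutral control wells and 100% = twice that signal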
IEC-6 tox – cytotoxicity in IEC-6 intestinal epithelial cells, primary screen, cytotoxicity control for KLF5 inhibitor project, cell-based, luminescence | inhibition, % at 5 µM | actives 0.78% (n = 290,000) | AID 1825, 2009 | IEC-6 cytotoxicity, luminescence viability; in the data active = inhibition above about 22%;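 also: 0% = plate median of test compound wells and 100% = cytotoxic reference compound wells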
aSyn UTR inh – MLPCN primary screen, SNCA 5' untranslated region | actives 0.82% (n = 300,000) | AID 1813, 2009 | alpha-synuclein 5'UTR reporter, inhibitor activity | inhibition, % (tested at 7.5 µM); in the data active = inhibition above about 60%;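 also: H4 neuroglioblastoma cells stably carrying SNCA 5'UTR luciferase fusion; 0% = DMSO wells and 100% = positive control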
* hit, by the source's call; / = no result given.

SMILES	SKKanGAS inh	HIF activator	HSP90 inh	AI-2 QS mod	HSF1 inhib	KLF5 inhibitor	Platelet DG rel	HSF-1 act	IEC-6 tox	aSyn UTR inh
Cc1c(N2C(=O)/C(=C\c3cccc4ccccc34)SC2=S)c(=O)n(-c2ccccc2)n1C	19.9	0.0	-2.0	11.2	3.0	-52.0	-5.6	11.7	-7.7	-20.5
COc1ccc(NC(=O)CN(C)C(=O)CC2CCCC2)cc1	-0.3	0.3	/	29.2	-2.3	/	-10.0	6.7	/	-3.8
Nc1cc2ccccc2oc1=O	-1.9	-0.1	3.3	6.2	-3.0	-1.0	8.8	-11.1	-2.7	3.1
Cc1ccc2nc(Nc3ccc(C)c(C)c3)c3nncn3c2c1	20.5	-31.1	-0.8	27.0	-3.1	-33.1	-5.8	8.8	-2.4	-45.9
Cc1cc(C)c2c(=O)c(/C=C3\NC(=S)NC3=O)coc2c1	0.5	-0.9	2.3	9.5	3.1	-30.1	-2.8	-3.8	1.0	-12.1
O=C(O)CSC(C(=O)Nc1ccc(Br)cc1)c1ccc(Cl)cc1 (configuration not stated)	10.9	0.0	-3.5	4.6	5.1	-25.9	-3.1	-10.9	-3.0	7.2
CN(C)S(=O)(=O)c1ccc2[nH]cc(/C=C/c3nc4ccccc4c(=O)n3-c3ccccc3)c2c1	33.2	1.0	4.2	5.2	-23.4	-25.1	0.7	-28.9	-1.4	23.6
O=c1nc(SCc2c(F)cccc2Cl)nc(-c2ccc(Cl)cc2)[nH]1	-16.4	0.7	-5.7	13.7	0.8	-21.4	-2.8	-15.0	-5.4	-0.6
O=C(NCC1CCC(C(=O)O)CC1)c1cccnc1 (configuration not stated)	-1.7	0.1	4.2	13.4	-4.1	-5.4	7.0	-5.8	-1.1	-0.5
Cc1ccc(Cn2nnc3c(=O)n(CC(=O)NCc4ccco4)cnc32)cc1	-7.4	0.7	0.1	13.5	-4.6	0.4	-0.2	0.9	5.1	11.6
COC(=O)/C=C/C(=O)Nc1ccc(O)c(Cl)c1	10.1	-0.1	-4.2	-93.0*	4.4	-4.0	-7.7	13.4	0.4	7.6
CC(=O)Nc1ccc(SC(C)C(=O)NC(N)=O)cc1 (configuration not stated)	5.6	0.7	0.2	13.7	-3.1	-12.1	-2.5	-2.1	5.7	34.7
Cc1ccc(-n2ncc3c(NNC(=O)Cc4ccccc4)ncnc32)cc1	-2.0	0.1	-2.6	4.0	4.7	-23.0	0.1	8.5	-4.4	-33.1
CCOC(=O)C1CCN(c2cc3c(cc2NC(=O)c2ccccc2Br)n(C)c(=O)n3C)CC1	5.9	0.2	0.2	21.2	-2.4	-12.6	18.0	12.5	3.9	23.7
COCc1cc(C)nc(SCC(=O)Nc2ccc3[nH]c(=O)[nH]c3c2)c1C#N	1.0	-0.2	-3.9	32.5	-1.1	-10.4	1.2	5.4	-3.5	1.5
CCCCn1nnc(NC(=S)NC(=O)c2ccc(-c3cccc(Cl)c3Cl)o2)n1	41.6	0.2	4.6	20.5	2.9	2.5	5.3	16.4	-5.4	-6.1
CC1CN(c2nc(-c3ccccc3)nc3ccccc23)CC(C)O1 (configuration not stated)	-5.1	0.0	-2.0	18.4	-12.6	-12.9	-12.5	14.8	0.5	10.7
O=C(O)c1ccc(S(=O)(=O)c2ccc([N+](=O)[O-])cc2[N+](=O)[O-])cc1	6.5	-0.2	7.2	10.3	-3.7	-5.1	-1.1	5.8	4.4	-4.4
CC(C)(C)NC(=O)c1nc2nc(-c3ccccc3)cc(C(F)(F)F)n2n1	-20.2	-0.3	-2.8	-1.0	0.0	-7.0	-7.9	31.3	1.0	21.9
COc1cccc(NC(=O)c2ccc3c(c2)N(CC(=O)N2CCOCC2)C(=O)C(C)(C)O3)c1	-4.0	0.2	8.6	27.1	-4.5	-8.9	22.2	-15.3	4.1	-3.0
CCN(c1ccc(NC(=O)CN2C(=O)NC3(CCOc4ccccc43)C2=O)cc1)C(C)C (configuration not stated)	2.2	-0.1	0.6	-81.6*	2.0	-11.9	-4.4	-0.8	-0.5	-4.2
COc1ccc2c(Cl)c(C(=O)N/N=C/c3cccnc3)sc2c1	0.7	-0.1	-4.2	16.7	14.7	-51.6	-3.8	12.9	-2.0	-3.8
Cc1[nH]c2ccccc2c1C(=O)COC(=O)c1c(-c2ccccc2)noc1C	/	-0.5	3.6	30.1	7.0	-11.3	-3.5	8.1	9.2	5.7
CSc1cccc(NC(C)=O)c1	-1.0	0.4	2.5	4.2	0.0	7.4	0.2	-0.1	1.8	-7.0
CCCCN(C)Cc1c(O)ccc2c(=O)c(-c3ccccc3OC)coc12	0.3	-0.1	2.3	25.5	3.2	-24.4	0.3	-5.8	3.6	23.1
CC1CC(C)CN(CC(=O)c2c[nH]c3ccccc23)C1 (configuration not stated)	-5.8	-0.1	8.5	-5.2	-2.2	-6.3	2.1	29.4	9.5	13.3
COc1ccc(-n2ncc3c(=O)n(CC(=O)N(C(C)C)C(C)C)cnc32)cc1	0.7	-0.4	1.1	/	3.0	-32.5	-5.8	33.0	1.8	2.4
Cc1ccc(-c2ncccc2OC(=O)C23CC4CC(CC(C4)C2)C3)cc1	13.8	0.8	-5.1	34.2	-0.1	-16.6	8.3	1.6	-0.9	10.6
COc1ccc(NC(=O)CN(C)C(=O)c2oc3ccccc3c2C)cc1	-5.0	-0.1	-7.2	15.7	/	-24.6	-0.3	/	-2.0	-0.4
COc1ccc(N2CC(C(=O)O)CC2=O)cc1 (configuration not stated)	0.2	0.0	1.4	12.7	-6.6	5.4	9.0	-1.6	9.2	16.3
CCOc1ncccc1C(=O)NNC(=O)c1cccc(S(=O)(=O)Nc2ccccc2OC)c1	-16.7	0.1	/	10.3	-10.7	/	8.5	-1.7	/	15.3
O=C(Nc1ccnn1C1CCN(Cc2ccc(C#CCCO)cc2)CC1)c1cccc(F)c1	4.3	0.2	-3.4	19.8	-0.9	-32.4	14.4	8.3	0.1	6.9
CCOC(=O)C1=C(C)NC(=O)NC1c1ccc(OCC(N)=O)cc1 (configuration not stated)	-19.5	0.0	-2.0	-5.2	3.3	-80.1	-8.5	4.0	0.0	1.6
CCOC(=O)C1C(=O)C=C(C)C(C(=O)OCC)C1c1ccc(OC)cc1 (configuration not stated)	11.5	-0.2	0.1	24.2	0.0	-0.8	1.9	4.7	1.9	-3.2
O=C(COc1ccc(S(=O)(=O)Nc2ccccc2)cc1)N1CCOCC1	-10.9	-0.1	-3.2	10.2	-7.0	-35.6	-28.3	1.3	1.2	7.7
O=C(c1ccccc1F)N1CCN=C1SCc1cccnc1	-1.9	/	-0.1	15.5	-5.0	-34.6	-2.6	-5.2	-4.9	-13.2
Cc1cc(C)n(CC(O)Cn2c3ccc(Cl)cc3c3cc(Cl)ccc32)c(=O)n1 (configuration not stated)	16.9	0.1	2.7	32.6	-3.2	5.0	2.8	-2.5	-4.1	-11.0
O=C(NC(=S)NCCc1ccccc1)c1ccco1	3.0	1.1	-0.9	1.8	9.6	-9.0	1.4	4.6	4.5	-79.6
O=c1[nH]c(C(F)(F)F)nc2ccccc12	-6.6	0.3	-0.7	46.9	-6.7	-19.1	2.6	6.6	-3.1	-13.7
COc1ccc2ccccc2c1CN1CCN(C)CC1	2.1	-0.1	0.6	15.5	-6.9	-15.6	3.0	-12.9	-0.6	-7.7

Two successive records out of the list so far:
SMILES	SKKanGAS inh	HIF activator	HSP90 inh	AI-2 QS mod	HSF1 inhib	KLF5 inhibitor	Platelet DG rel	HSF-1 act	IEC-6 tox	aSyn UTR inh
O=c1[nH]c(C(F)(F)F)nc2ccccc12	-6.6	0.3	-0.7	46.9	-6.7	-19.1	2.6	6.6	-3.1	-13.7
COc1ccc2ccccc2c1CN1CCN(C)CC1	2.1	-0.1	0.6	15.5	-6.9	-15.6	3.0	-12.9	-0.6	-7.7

Additional entries follow.
SMILES	SKKanGAS inh	HIF activator	HSP90 inh	AI-2 QS mod	HSF1 inhib	KLF5 inhibitor	Platelet DG rel	HSF-1 act	IEC-6 tox	aSyn UTR inh
Cc1ccc(S(=O)(=O)Oc2ccccc2/C=N/NC(=O)c2nn(C)cc2[N+](=O)[O-])cc1	2.3	-0.8	5.3	17.1	-2.1	-24.6	-1.9	1.9	3.8	40.4
CC(=O)Nc1ccc(N2C(=O)CC(N3CC(C)OC(C)C3)C2=O)cc1 (configuration not stated)	0.6	-1.2	1.7	19.0	-16.4	2.3	0.8	0.4	-8.5	18.8
CCC(=O)NCC(=O)OCC(=O)c1ccccc1	3.4	0.0	6.0	15.0	-5.8	-14.2	-1.5	-1.6	0.4	9.4
Oc1c(C(c2ccc(F)cc2)N2CCc3ccccc3C2)sc2ncnn12 (configuration not stated)	-1.1	0.0	-1.3	26.2	5.5	7.4	0.4	-8.2	-3.7	-19.3
CCC(C)(C(=O)NC1CCCCC1)N(Cc1cccs1)C(=O)c1ccccn1 (configuration not stated)	-0.7	-0.5	-0.6	12.6	6.8	-9.8	-0.4	8.2	-1.3	5.3
CCOC(=O)c1cccc(NC(=O)CSc2nncn2-c2ccccn2)c1	-2.8	-0.1	-2.5	36.1	4.5	-7.5	6.7	25.0	6.7	-3.7
COC(=O)c1cc(S(=O)(=O)NCC2CCN(Cc3cc(C)ccc3C)CC2)c[nH]1	-9.9	-0.4	-1.5	30.2	-0.7	-16.8	-17.9	6.8	2.1	-4.5
COc1ccc(-c2cc(C(=O)N/N=C/c3ccc(OC)c(COCC(F)(F)C(F)F)c3)c3ccccc3n2)c(OC)c1	8.9	-3.1	-1.9	44.6	0.6	-19.1	-3.1	3.3	3.7	32.0
CC(C)N(Cc1nc(-c2ccccc2)no1)C(=O)c1ccc(Br)o1	9.8	-0.4	-0.3	13.8	3.5	-11.0	-0.5	7.8	-3.6	6.2
C=CCN1C(=O)CN=C1Nc1cccc(C)c1	2.5	0.4	-3.6	63.8	0.3	-9.2	/	-6.9	-3.6	0.8
CC(C)NC(=S)n1cc(C(=O)c2cc(Cl)cc(Cl)c2O)cn1	11.4	-0.3	-4.1	39.6	2.5	-14.5	3.1	0.0	-4.5	5.1
N/C(Cc1ccc([N+](=O)[O-])cc1)=N\OC(=O)c1ccc([N+](=O)[O-])cc1	9.9	-0.4	-3.8	17.2	11.1	-5.9	6.5	-3.7	-9.4	-4.0
CN(C)c1ccc(/C=N/NC(=O)Cn2nnc3ccccc32)cc1	-5.0	0.8	-1.6	5.9	3.8	5.9	5.2	-12.6	6.8	-34.3
Cc1ccc(C(=O)NC(=S)N2CCN(c3ccccc3F)CC2)cc1	-4.5	0.6	-0.6	6.1	7.8	-72.1	7.3	5.2	-1.4	1.7
COC(=O)c1ccccc1NC(=O)CN(c1ccccc1)S(=O)(=O)N(C)C	0.4	0.0	0.6	35.0	-0.2	-7.5	0.5	-3.8	-3.2	7.1
O=C(CNC(=O)C(c1ccccc1)c1ccccc1)N/N=C/c1ccc(O)cc1O	22.4	11.3*	-3.3	47.2	1.9	39.6	0.1	-20.3	12.1	11.9
CCCOc1ccc(Cl)cc1/C=C1/C(=O)ON=C1C	-3.8	-15.7	-4.8	4.4	-2.2	-15.0	-0.6	-13.0	-5.3	-0.6
